Bioassay records: PubChem, Icahn School of Medicine at Mount Sinai
ROC1-CUL1 inh: inhibitors of human ROC1-CUL1 ubiquitin ligase activity. in vitro K48 di-Ub FRET, acceptor:donor ratio, 45 min. P62877+Q13616. inhibition, % at 10 µM. 140,000 compounds, 0.6% hits; in the data active means inhibition above about 25%
Target sequence (P62877 whole entry, looked up): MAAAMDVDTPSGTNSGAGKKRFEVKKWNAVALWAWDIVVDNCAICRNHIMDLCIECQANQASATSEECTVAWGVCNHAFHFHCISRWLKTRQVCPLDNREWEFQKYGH
Target sequence (Q13616 whole entry, looked up): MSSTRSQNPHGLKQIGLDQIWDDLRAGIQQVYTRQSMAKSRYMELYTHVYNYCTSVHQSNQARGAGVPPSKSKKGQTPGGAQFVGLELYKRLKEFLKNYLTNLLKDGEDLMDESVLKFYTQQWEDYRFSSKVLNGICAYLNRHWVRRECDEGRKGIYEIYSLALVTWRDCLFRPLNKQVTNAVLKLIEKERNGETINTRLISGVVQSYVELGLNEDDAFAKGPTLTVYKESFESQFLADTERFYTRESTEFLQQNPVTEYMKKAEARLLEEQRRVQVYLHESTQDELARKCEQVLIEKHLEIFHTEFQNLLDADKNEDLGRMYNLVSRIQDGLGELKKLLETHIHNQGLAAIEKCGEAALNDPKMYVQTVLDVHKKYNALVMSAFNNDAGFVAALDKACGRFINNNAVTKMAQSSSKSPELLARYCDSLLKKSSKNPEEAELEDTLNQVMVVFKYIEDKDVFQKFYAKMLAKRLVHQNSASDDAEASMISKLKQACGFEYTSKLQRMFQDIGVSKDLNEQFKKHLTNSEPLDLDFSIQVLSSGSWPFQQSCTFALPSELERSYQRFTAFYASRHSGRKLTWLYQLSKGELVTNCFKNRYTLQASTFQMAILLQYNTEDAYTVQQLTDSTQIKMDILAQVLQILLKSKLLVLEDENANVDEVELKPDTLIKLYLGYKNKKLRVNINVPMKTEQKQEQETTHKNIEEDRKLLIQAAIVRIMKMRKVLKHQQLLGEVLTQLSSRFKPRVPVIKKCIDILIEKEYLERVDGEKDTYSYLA
Numbers without * were called inactive. These rows are one share of the data, so the mix of outcomes need not match the whole.

SMILES	ROC1-CUL1 inh
CSc1nn(Cc2cccc(C)c2)c(N)c1S(=O)(=O)c1ccccc1	-5
Cc1ccc(S(=O)(=O)N2CCN(c3ccc([N+](=O)[O-])c(-n4nc(C)cc4C)c3)CC2)cc1	7
COc1ccc(C(=O)Nc2ccc(-c3cc4ccccc4oc3=O)c(C)c2)cc1Br	12
Cc1ccc(Cl)cc1N1CCN(c2ncnc3onc(-c4ccc(F)cc4)c23)CC1	4
N#CC1C(=O)N=C(SCC(=O)NC23CC4CC(CC(C4)C2)C3)C(C#N)C12CCCCC2 (stereo not given)	5
COc1ccc(N2CC(c3nc(-c4cc(OC)c(OC)c(OC)c4)no3)CC2=O)cc1Cl (stereo not given)	-1
CC(C)Oc1ccc([C@@H]2[C@H]3CN(C)CC=C3C(C#N)C(=N)C2(C#N)C#N)cc1 (stereo not given in full)	-5
COc1cc(-c2cc3n(C)c(C)c(CCC(=O)Nc4ccc(F)cc4)c(=O)n3n2)cc(OC)c1OC	-3
COC(=O)c1ccc(C2C(C(=O)c3ccc(C)cc3)C(=O)C(=O)N2c2ccc(Cl)cc2)cc1 (stereo not given)	11
Cc1ccc(-c2nc3cccnc3o2)cc1NC(=O)OCc1ccc(C(C)(C)C)cc1	4

Part of the list above in a different format:
Structure,ROC1-CUL1 inh
Cc1ccc(S(=O)(=O)N2CCN(c3ccc([N+](=O)[O-])c(-n4nc(C)cc4C)c3)CC2)cc1,7
COc1ccc(C(=O)Nc2ccc(-c3cc4ccccc4oc3=O)c(C)c2)cc1Br,12

The results go on.
SMILES	ROC1-CUL1 inh
CSCCNc1ccc(C(=O)N2CCC(Oc3cccnc3)CC2)cn1	6
CCOC(=O)C1C(CS(=O)(=O)c2ccc(F)cc2)=NC(=O)NC1c1ccc(OCC)c(OC)c1 (stereo not given)	7
Cc1ccc(OCC(=O)N(Cc2ccco2)c2ccccn2)cc1	-3
Cc1ccsc1-c1n[nH]c(=S)n1Cc1ccccc1	-7
Cc1[nH]n(-c2nc(-c3ccc(Cl)cc3)cs2)c(=O)c1N=Nc1cccc(Br)c1	-8
CCc1nn(-c2ccccc2)c2c1C(c1ccccc1)C(C#N)C(=N)O2 (stereo not given)	3
Brc1cc(-c2ccccc2)cs1	0
O=C1N(Cc2ccccc2)c2ccccc2C1(O)c1c[nH]c2ccccc12 (stereo not given)	13
N#CC1CC(=O)N(c2ccc(F)c(F)c2)C1=N (stereo not given)	3
Cc1cccc(C)c1NC(=O)Nc1ccc(F)cc1	7

As a short view, some entries already given:
SMILES	ROC1-CUL1 inh
COc1ccc(N2CC(c3nc(-c4cc(OC)c(OC)c(OC)c4)no3)CC2=O)cc1Cl (stereo not given)	-1
CC(C)Oc1ccc([C@@H]2[C@H]3CN(C)CC=C3C(C#N)C(=N)C2(C#N)C#N)cc1 (stereo not given in full)	-5
COc1cc(-c2cc3n(C)c(C)c(CCC(=O)Nc4ccc(F)cc4)c(=O)n3n2)cc(OC)c1OC	-3
COC(=O)c1ccc(C2C(C(=O)c3ccc(C)cc3)C(=O)C(=O)N2c2ccc(Cl)cc2)cc1 (stereo not given)	11
Cc1ccc(-c2nc3cccnc3o2)cc1NC(=O)OCc1ccc(C(C)(C)C)cc1	4
CSCCNc1ccc(C(=O)N2CCC(Oc3cccnc3)CC2)cn1	6

Further results.
SMILES	ROC1-CUL1 inh
C=CCOc1ccc(/C=C2\SC(=N)N(c3nccs3)C2=O)cc1OCC	-2
COc1ccccc1-c1noc(-c2ccc(NC3CCCCC3)c([N+](=O)[O-])c2)n1	-4
CC(=O)OCc1cnc(C)c2oc(=O)c(C(=O)Nc3ccc(C)cc3Cl)cc12	-3
COc1ccc(CNC(=O)c2ccccc2N)cc1OC	6
COc1ccc(CNS(=O)(=O)c2cc(Br)cc3c2N(C(C)=O)C(C)C3)cc1 (stereo not given)	-5
Cc1cc(Cl)c2c([N+](=O)[O-])c(O)ccc2n1	-6
CCOC(=O)c1ccc(NC(=O)CCCCCN2C(=O)c3ccccc3C2=O)cc1	-1
Cc1nn(C)cc1CNCC1(O)CCCN(Cc2ccc(F)c(F)c2)C1=O (stereo not given)	3
O=S(=O)(c1ccccc1)N1C2C=CC(C2)C1(C(F)(F)F)C(F)(F)Cl (stereo not given)	-7
Cc1nc2ccn(Cc3ccco3)c(=O)c2cc1C(=O)NCc1ccc(F)cc1	-9
Nc1ccc(C(=O)Nc2nc3cc(N)ccc3s2)cc1	-4
CCOC(=O)c1ccc(N2C(=O)c3n[nH]c(-c4ccco4)c3C2c2ccc(OCC)cc2)cc1 (stereo not given)	-10
COc1cccc(CCc2nnc(CCC(=O)N(C)Cc3cccs3)o2)c1	5
CC(=O)c1c(C)oc2c1cc(NS(=O)(=O)c1ccc(C)cc1)c1ccccc12	-1
CCCn1c2ccc(F)cc2c2nnc(SCCN(CC)CC)nc21	4
COC(=O)c1sccc1S(=O)(=O)N(CC(=O)Nc1ccccc1)c1ccccc1	13
O=C(c1ccc(F)cc1)n1nc(-c2ccc(Cl)cc2)nc1NCc1ccco1	-10
CSc1ccc(C2c3c(n[nH]c3C)OC(=N)C2C#N)cc1 (stereo not given)	0
Fc1ccccc1/C=N\Nc1nccs1	-1
Cc1cc(C)n(C(=O)c2c(Br)cnn2C)n1	0
Cc1ccccc1C(=O)Nc1ccc(Br)cc1F	1
C=CCC(CC=C)(CNC(=O)C(=O)Nc1cc(C)ccc1OC)c1ccc(OC)c(OC)c1	0
CCOC(=O)C1C(C)=NC(=S)NC1c1ccc(OCC(=O)Nc2ccccc2OC)c(OCC)c1 (stereo not given)	-6
C=CCC(=O)N(CCc1ccccc1)CC1CCN(C)CC1	-3
COc1cccc(CN2CCCC3(CCN(C(=O)CCC(C)C)C3)C2=O)c1 (stereo not given)	2
Cc1ccc(S(=O)(=O)NC2CCCCC2)c(C)c1NS(C)(=O)=O	-10
Cc1ccc(O)c(/C=C2/C(=O)NN(c3cccc(Br)c3)C2=O)c1	2
CSc1ccc(S(=O)(=O)Nc2c(C)cc(Br)cc2C)cc1	0
O=C(c1ccccc1)N(Cc1ccco1)Cc1cccs1	7
O=C(c1cn(C/C=C/c2ccccc2)nn1)N1CCN(Cc2cccs2)CC1	4
COc1cccc(/C=N/Nc2ccc([N+](=O)[O-])cc2[N+](=O)[O-])c1OCc1cccc(Cl)c1	-2
O=C(/C=C/c1ccccc1)Oc1cccc(NC(=O)C2CC(=O)N(c3ccccc3)C2)c1 (stereo not given)	-13
CCOc1ccc(CC(=O)NCCS(=O)(=O)N2CCN(c3ccccc3OC)CC2)cc1	1
Cc1ccc(-c2ccc(/C=c3/sc4n(c3=O)C(c3cccc(F)c3)C3=C(N=4)c4ccccc4CC3)o2)c(Br)c1 (stereo not given)	-2
Cc1nnc(N2CCCC(C(=O)NCCN(C)C)C2)c2nn(-c3ccccc3)c(C)c12 (stereo not given)	-2
CCOC(=O)C1=NN(c2ccccc2)C2c3ccccc3CC12 (stereo not given)	0
COc1cc(C(=O)Oc2ccc3c(=O)c(Oc4ccccc4)c(C(F)(F)F)oc3c2)cc(OC)c1OC	2
COc1ccc(Nc2nc(-c3cccc(Cl)c3)c3c(n2)-c2ccccc2OC3)cc1	-6
NC(=O)C1(N2CCCCC2)CCN(C(=S)Nc2ccc(S(N)(=O)=O)cc2)CC1	9
Cc1cc2c(c(=O)o1)C(c1cccc(OCc3c(F)cccc3Cl)c1)C(C#N)C(=N)O2 (stereo not given)	-1
Nc1c(-c2nc(-c3ccc(F)cc3)cs2)c2ccccn2c1C(=O)c1ccc2c(c1)OCO2	-6
CC(C)C(=O)N(Cc1cc2ccccc2[nH]c1=O)c1ccc(Cl)cc1	11
CCCCNc1c2c(nc3ccccc13)CC(C)(C)CC2=O	-9
Cc1oc(-c2cccc(NC(=O)C3CCCN(C)C3)c2)nc1CNC(=O)c1cc(C(C)C)on1 (stereo not given)	-2
COc1ccc(CCNC(=S)S)cc1OC	99*
O=C(CSCc1ccc(Cl)cc1Cl)Nc1ccccc1C(=O)Nc1ccc(C(=O)O)cc1	-6
Cn1cnnc1Sc1ccc(CN2CCCC(C(=O)c3ccc4c(c3)OCO4)C2)o1 (stereo not given)	8
Cc1cccc(C(=O)Nc2cccc(C(=O)c3ccc(C)c(C)c3)c2)c1	1
NC(=O)C1(N2CCCCC2)CCN(C(=O)NC23CC4CC(CC(C4)C2)C3)CC1	4
Cn1c(=S)[nH]c2sc3c(c2c1=O)CCC3	5

Following part:
SMILES	ROC1-CUL1 inh
CC(C)CC(=O)N1CCC(Oc2ccc(C(=O)NCCN(C)C)cc2Cl)CC1	-9
CSCCC(NC(=O)c1ccccc1)C(=O)NC1CC1 (stereo not given)	13
COc1cc(Cl)c(C)cc1NC(=O)Cn1cc(S(=O)(=O)N2CCN(c3ccccc3F)CC2)c2ccccc2c1=O	3
COc1ccc(CNC(=O)CCCN2C(=O)COc3ccc(C)cc32)cc1	-2
CC(=O)n1c2c(c3ccccc31)OC(=N)C(C#N)C2c1cccc(F)c1 (stereo not given)	4
Cc1cccc(N2CCn3c2nc2c3c(=O)[nH]c(=O)n2C)c1C	14
Cc1ccc(N2NC3(CCCCC3)NC2=O)cc1	5
Cc1cc(C)c2c(n1)sc1c(=O)n(-c3cccc(C(F)(F)F)c3)nnc12	4
CCN(C(=O)CSc1nc(-c2ccccc2)no1)c1cccc(C)c1	9
O=C(c1cccc(Cl)c1)N1CCC(c2nc3ccccc3o2)CC1	1
Cc1cc(-c2ccccc2)nc2cc(C(=O)Nc3cc(C(F)(F)F)ccc3Cl)nn12	-4
Clc1ccc2[nH]c3c(ccc4c5ccccc5sc43)c2c1	9
Cc1onc(-c2c(F)cccc2Cl)c1C(=O)Nc1ccncc1	-2
COc1cccc(CC(C2CCN(C(=O)C3(C)CCCCC3)CC2)N(C)Cc2ccccn2)c1 (stereo not given)	1
COc1c2c(cc3c1C(Cc1ccc4c(c1)OCO4)[N+](C)(C)CC3)OCO2 (stereo not given)	0
CCN(CCCNC(=O)c1nn(-c2ccc(OC)c(Cl)c2)c(=O)c2c1c1ccccc1n2C)c1ccccc1	-15
Cc1ccc(C)c(C2=NC(=S)C(C#N)C(c3ccccc3)C2)c1 (stereo not given)	21
Cc1ccc(Oc2ncccc2CNC(=O)CCc2ccccn2)c(F)c1F	-6
COc1ccccc1OCCn1cc(/C=C2/C(=N)N3N=C(C(C)C)SC3=NC2=O)c2ccccc21	8
Cc1cc(C)nc(NS(=O)(=O)c2ccc(NC(=O)CC(c3ccccc3)c3ccccc3)cc2)n1	4
CCOC(=O)C1C(C)=NC(SCC(=O)c2ccc(F)cc2)=C(C#N)C1CC(C)C (stereo not given)	2
Cc1ccc(S(=O)(=O)N/N=C2\CC(C)(C)CC3=C2C2(O)CC(C)(C)CC(C)(C3)C2)cc1 (stereo not given)	5
CCCCCCNS(=O)(=O)c1ccc(NC(=O)C2CCCO2)cc1 (stereo not given)	16
CCCCOc1ccc(C2C(C(=O)c3ccc(Cl)cc3)C(=O)C(=O)N2CCN(CC)CC)cc1 (stereo not given)	-1
CC#CC(=O)NC1CCCc2nc(-c3ccccc3)ncc21 (stereo not given)	4
CN1CCN(CCNC(=O)Nc2ccccc2C(F)(F)F)CC1	8
CC(C)(C)c1ccc(S(=O)(=O)NCc2nc3cccnc3n2Cc2ccccc2Cl)cc1	2
O=C(CSCc1ccc(Br)cc1)N/N=C\c1ccc(Br)o1	0
CCCC(=O)Nc1cc(Cl)cc(Cl)c1	3
CCc1ccccc1NC(=O)CSCc1cnn(-c2ccccc2)c1-n1cccc1	2
COc1cc(NC(=O)CC2C(=O)N(c3cccc(C)c3)C(=O)N2Cc2ccco2)cc(OC)c1 (stereo not given)	-5
O=C(NCCSCc1c(Cl)cccc1Cl)c1ccco1	-8
CN1CCN(c2nc3nonc3nc2N2CCCCC2)CC1c1ccccc1 (stereo not given)	-8
Brc1nsc(SCSc2nc(Br)ns2)n1	33*
O=C(c1cc(Cl)cc(Cl)c1)N1CCN(c2ccccn2)CC1	2
Cn1c(CNC(=O)c2ccccc2F)nnc1SCC(=O)Nc1cccc2ccccc12	-2
Cc1ccc(OCC(=O)OCc2cc(=O)n3ccsc3n2)cc1C	-5
CCc1ccc(OCCNc2cc(N3CC(C)NC(C)C3)ccc2[N+](=O)[O-])cc1 (stereo not given)	10
CCC(=O)Nc1ccc(-c2nnc(-c3ccc(OC)cc3)o2)cc1	7
COCCN1CCCC(CNc2nc3nonc3nc2N2CCSCC2)C1 (stereo not given)	2

Ordered by the number under ROC1-CUL1 inh (low to high): 3 from the list above
SMILES	ROC1-CUL1 inh
Cc1ccc(OCC(=O)OCc2cc(=O)n3ccsc3n2)cc1C	-5
COCCN1CCCC(CNc2nc3nonc3nc2N2CCSCC2)C1 (stereo not given)	2
CCC(=O)Nc1ccc(-c2nnc(-c3ccc(OC)cc3)o2)cc1	7

New compounds follow.
SMILES	ROC1-CUL1 inh
C=CCOc1c(Cl)cc(CNc2nn[nH]n2)cc1OC	-1
N#Cc1c(-c2cccs2)nc2n(c1=O)C(=N)C(C#N)S2 (stereo not given)	0
CC(C)(C)c1ccc(S(=O)(=O)N2CCN(c3cccc(C(F)(F)F)c3)CC2)cc1	4
O=C1N=C(c2ccccc2)CC(c2ccccc2)=C1c1nn2cnnc2s1	-5
Cc1nn(CCC(=O)NNC(=S)Nc2ccccc2)c(C)c1Br	1
C=CCOc1ccc(C(=O)NCCC)cc1Br	-4
COc1ccc(/C=N/NC(=O)CSc2nnc(-c3ccccc3)n2-c2ccccc2)c(OC)c1OC	0
Cc1cccc(N2C(=O)C(CC(=O)Nc3cccc(F)c3)N(Cc3cccs3)C2=O)c1 (stereo not given)	-4
Cc1ccc(NCC2Cn3cccc3C2=O)cc1 (stereo not given)	-9
CC(C)(C)c1ccc(-c2nc3cc(NC(=O)c4ccc(Cl)c(Cl)c4)ccc3o2)cc1	-3
C=CCC(Nc1cccc(C)c1)c1ccco1 (stereo not given)	3
C/C(=N\NS(=O)(=O)c1ccccc1)c1ccc(N)cc1	1

Quoted at random: three entries already listed
SMILES	ROC1-CUL1 inh
C=CCC(Nc1cccc(C)c1)c1ccco1 (stereo not given)	3
C=CCOc1c(Cl)cc(CNc2nn[nH]n2)cc1OC	-1
CC(C)(C)c1ccc(S(=O)(=O)N2CCN(c3cccc(C(F)(F)F)c3)CC2)cc1	4
